Screening data (PubChem BioAssay)
CTSL1 counter = Fasciola hepatica cathepsin L1 inhibitors, primary screen, counter-screen for PFM18AAP inhibitor project, biochemical, QFRET, fluorogenic peptide substrate; recombinant F. hepatica cathepsin L1, Z-Leu-Arg-MCA fluorescence; inhibition, % at 5.96 µM; 0.49% of 300,000 active; AID 1906, 2009;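 active = inhibition above the mean of all tested compounds plus 3 SD, set per screening campaign, cut at about 17% in these data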;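 also: 0% = plate median of test compound wells and 100% = 1 µM Z-Phe-Ala-diazomethylketone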
JMJD2C inh = inhibitors of GASC-1 histone demethylase, primary screen, biochemical, fluorescence, DELFIA europium; Lysine-specific demethylase 4C (Homo sapiens), Q9H3R0; GST-JMJD2C(1-420) H3K9me3 demethylation; inhibition, % at 2.35 µM; 0.069% of 330,000 active;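 active = more than half of a compound's replicate wells show inhibition beyond 50%, single wells judged on their own value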;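 also: signal counts dimethyl H3K9 product captured on neutravidin plate; 0% = median of DMSO wells and 100% = 0.3 times that DMSO median; strong numbers were not always called active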
Target sequence (Q9H3R0 1-420 limits assumed): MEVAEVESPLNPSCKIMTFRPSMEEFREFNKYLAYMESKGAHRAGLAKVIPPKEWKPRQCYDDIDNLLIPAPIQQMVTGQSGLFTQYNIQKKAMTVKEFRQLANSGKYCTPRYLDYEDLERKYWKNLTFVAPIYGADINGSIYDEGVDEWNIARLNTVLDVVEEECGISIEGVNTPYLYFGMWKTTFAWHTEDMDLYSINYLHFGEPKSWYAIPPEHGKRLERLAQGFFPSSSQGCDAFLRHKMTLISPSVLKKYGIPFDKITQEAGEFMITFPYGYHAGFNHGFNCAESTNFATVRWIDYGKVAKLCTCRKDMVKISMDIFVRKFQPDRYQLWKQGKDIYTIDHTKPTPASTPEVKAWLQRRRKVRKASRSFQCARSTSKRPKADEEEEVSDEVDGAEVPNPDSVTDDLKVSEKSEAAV
EBNA-1 inh = EBNA-1 DNA-binding inhibitors, primary screen, biochemical, fluorescence polarization; inhibition, % at 14.8 µM; 0.34% of 300,000 active; in the data active = inhibition above about 28%
TPT1 inhibitor = Candida albicans TPT1 enzyme inhibitors, primary screen, biochemical, fluorescence polarization; tRNA 2'-phosphotransferase TPT1 (Candida albicans SC5314); recombinant caTPT1, FP RNA substrate dephosphorylation; inhibition, % at 5 µM; 0.81% of 300,000 active;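 active = inhibition above the mean of all tested compounds plus 3 SD, set per screening campaign, cut at about 24% in these data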;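 also: plate controls were DMSO alone for no effect and ferristatin control at 100 nM for full effect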
PP1 counter = PP1-alpha phosphatase inhibitors, primary screen, counter-screen for PP5 inhibitor project, biochemical, fluorescence, OMFP substrate, single point; Serine/threonine-protein phosphatase PP1-alpha catalytic subunit (Homo sapiens), P62136; purified PP1alpha; inhibition, % at 6.7 µM; 0.9% of 320,000 active; AID 2235, 2010;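 active = inhibition above the mean inhibition of all tested compounds plus 3 SD, computed separately for each screening campaign, cut at about 15% in these data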
Target sequence (P62136 whole entry, looked up): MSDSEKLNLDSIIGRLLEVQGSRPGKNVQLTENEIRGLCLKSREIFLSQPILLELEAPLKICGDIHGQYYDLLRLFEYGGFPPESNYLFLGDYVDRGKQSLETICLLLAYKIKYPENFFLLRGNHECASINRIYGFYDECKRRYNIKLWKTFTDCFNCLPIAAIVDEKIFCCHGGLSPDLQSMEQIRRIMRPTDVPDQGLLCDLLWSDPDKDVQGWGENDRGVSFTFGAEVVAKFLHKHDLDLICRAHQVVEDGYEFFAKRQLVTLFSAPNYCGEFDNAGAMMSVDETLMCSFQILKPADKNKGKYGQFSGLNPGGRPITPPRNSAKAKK
CR mimetic SO = reduction of superoxide in aged yeast, primary screen, HTS | S. cerevisiae aged cells, superoxide DHE fluorescence; active compounds read low | superoxide response (% of plate mean), % at 10 µM | 0.18% of 330,000 active;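 active = superoxide response under a set limit, about three screen SD below normal, cut at about 65% in these data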;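 also: yeast aged for seven days with compound at 30 °C before DHE staining; 100% = average MFI of all compound-treated wells on the plate with controls excluded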
ZTA DNA inh = blocks Epstein-Barr virus ZTA, an EBNA-1 counter-screen. P03206. ZTA-DNA binding, fluorescence polarization. inhibition, % at 11 µM. 0.15% of 320,000 active; in the data active = inhibition above about 33%
Target sequence (P03206 whole entry, looked up): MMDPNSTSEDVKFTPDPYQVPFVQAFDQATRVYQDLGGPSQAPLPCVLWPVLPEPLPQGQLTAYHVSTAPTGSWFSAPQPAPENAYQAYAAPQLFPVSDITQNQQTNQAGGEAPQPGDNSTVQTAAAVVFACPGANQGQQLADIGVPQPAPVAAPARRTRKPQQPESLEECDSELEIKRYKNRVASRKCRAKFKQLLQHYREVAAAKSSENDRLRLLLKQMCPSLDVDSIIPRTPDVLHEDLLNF
PP5 primary = PP5 phosphatase inhibitors, primary screen, biochemical, fluorescence. Serine/threonine-protein phosphatase 5 (Homo sapiens), P53041. inhibition, % at 6.7 µM. purified PP5c, OMFP substrate fluorescence. 0.18% of 320,000 active;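 active = inhibition above the campaign's mean inhibition across all tested compounds plus 3 SD, cut at about 9.5% in these data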;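 also: 0% = DMSO only and 100% = 100 µM cantharidin control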
HCV core dimer = inhibitors of HCV core protein dimerization, primary screen, biochemical, TR-FRET, high-throughput. TR-FRET GST/Flag-core106 dimerization, 1536-well. inhibition, % at 5 µM. 0.33% of 300,000 active;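 active = inhibition above the mean of all tested compounds plus 3 SD, set per screening campaign, cut at about 45% in these data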
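Material: Tagged HCV core106 pair (GST and Flag) | Amount: GST-core106 13.5 nM, Flag-core106 17 nM | Medium: KF-containing HEPES buffer, pH 7.45, DTT, CHAPS, BSA | Reagent: Eu donor and XL665 acceptor anti-tag antibodies | Schedule: 4 h at 22.5 °C | Technique: Time-resolved FRET, ex 340 nm, em 617 and 671 nm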
Active calls of the source: *; / = no result given.

[1] O=C(O)C1C2C=CC(C2)C1C(=O)Nc1cccc(F)c1 (centres undefined)
[2] COc1ccc(CCNC(=O)C2CCC(C(C)(C)C)CC2)cc1OC (centres undefined)
[3] COc1ccc(CC(=O)c2ccc(OC)c(OC)c2)cc1
[4] COc1ccc(NC(=S)Nc2cccc(C(F)(F)F)c2)c(C)c1
[5] COc1cccc(NC(=O)c2ccc(CN3CCc4ccccc4C3)cc2)c1

assay / entry	1	2	3	4	5
CTSL1 counter	0	9	5	-2	-1
JMJD2C inh	1	14	-5	1	5
EBNA-1 inh	4	-10	5	-6	-3
TPT1 inhibitor	1	-2	-3	1	3
PP1 counter	-5	4	-11	-7	5
CR mimetic SO	100	124	89	102	107
ZTA DNA inh	6	-26	9	5	-4
PP5 primary	0.6	-1.5	0.5	0.0	5.1
HCV core dimer	-1	-12	-17	3	3

[6] OC(CN1CCc2ccccc2C1)c1ccccc1 (centres undefined)
[7] Cc1ccc(S(=O)(=O)N2CCN(C(=O)c3nn(C(C)C)c(=O)c4ccccc34)CC2)cc1C
[8] CCOC(=O)c1c(NC(=O)COC(=O)C2CC2C)sc(C)c1C (centres undefined)
[9] CCN(CC)Cc1c(NC(=O)c2ccccc2)sc(C)c1C
[10] CN(Cc1ccon1)C(=O)CCc1nnc(Cc2ccc(-c3ccccc3)cc2)o1

assay / entry	6	7	8	9	10
CTSL1 counter	-3	1	0	8	-8
JMJD2C inh	0	-3	5	-20	4
EBNA-1 inh	-2	1	-7	-12	0
TPT1 inhibitor	-2	-4	-1	11	2
PP1 counter	-4	-1	1	-3	1
CR mimetic SO	105	90	90	89	96
ZTA DNA inh	-14	-6	-14	-22	-22
PP5 primary	-0.8	0.5	-0.7	1.4	1.1
HCV core dimer	-2	6	-1	10	-4

Whole records as entered above.
Listed for Cc1ccc(S(=O)(=O)N2CCN(C(=O)c3nn(C(C)C)c(=O)c4ccccc34)CC2)cc1C = CTSL1 counter: 1; JMJD2C inh: -3; EBNA-1 inh: 1; TPT1 inhibitor: -4; PP1 counter: -1; CR mimetic SO: 90; ZTA DNA inh: -6; PP5 primary: 0.5; HCV core dimer: 6
Listed for CN(Cc1ccon1)C(=O)CCc1nnc(Cc2ccc(-c3ccccc3)cc2)o1 = CTSL1 counter: -8; JMJD2C inh: 4; EBNA-1 inh: 0; TPT1 inhibitor: 2; PP1 counter: 1; CR mimetic SO: 96; ZTA DNA inh: -22; PP5 primary: 1.1; HCV core dimer: -4

Later entries:
[11] CSCCC(NC(=O)COc1ccccc1)C(=O)OCC(=O)c1ccccc1 (centres undefined)
[12] CN1C(=O)/C(=C/C=C2\SCCN2C)OC1=S
[13] O=S(=O)(NCc1ccco1)c1cccc2cccnc12
[14] Cc1cccc(C(=O)OC(C)C(=O)Nc2ccc(S(=O)(=O)N3CCCC3)cc2)c1O (centres undefined)
[15] COc1ccc(S(=O)(=O)Nc2ccc(N3CCOCC3)cc2)cc1

assay / entry	11	12	13	14	15
CTSL1 counter	-13	8	-1	-1	-1
JMJD2C inh	0	-27	-5	1	3
EBNA-1 inh	8	-4	-2	-4	-1
TPT1 inhibitor	0	124*	-5	-1	2
PP1 counter	60*	-7	4	0	-2
CR mimetic SO	100	117	110	102	112
ZTA DNA inh	-7	8	-13	3	-13
PP5 primary	-0.3	1.4	0.2	1.1	0.1
HCV core dimer	-2	-18	0	0	4

[16] COc1ccc(NC(=O)CN2CCN(S(=O)(=O)N3CCCCCC3)CC2)cc1
[17] COc1cc2[nH]c(C(=O)N(C)Cc3ccccc3)cc2c(OC)c1OC
[18] O=C(COc1cc(F)ccc1[N+](=O)[O-])Nc1ccc2c(c1)OCO2
[19] O=C(N/N=C/c1ccccc1[N+](=O)[O-])c1ccc(COc2ccccc2-c2ccccc2)cc1
[20] CCOc1ccc(C(=O)NCc2ccncc2)cc1OCC

assay / entry	16	17	18	19	20
CTSL1 counter	-6	7	/	-4	-5
JMJD2C inh	-4	9	9	-8	2
EBNA-1 inh	9	4	/	9	7
TPT1 inhibitor	1	-3	/	0	-6
PP1 counter	3	-4	0	9	-3
CR mimetic SO	106	90	86	88	101
ZTA DNA inh	5	1	-7	-4	-8
PP5 primary	1.5	2.1	1.9	2.3	0.0
HCV core dimer	10	-2	/	18	-4

[21] C/C(=N/NC(=O)c1ccc2c(c1)OCO2)c1ccc(NC(=O)C(F)(F)F)cc1
[22] Cc1c(C(C)C)c(=O)n(-c2ccc(S(=O)(=O)NCc3ccccc3)cc2)n1C
[23] O=C(Nc1ccccc1)Nc1ccc(Nc2ccccc2)cc1
[24] Cc1ccc(S(=O)(=O)N2CCC(C(=O)Nc3ncccc3O)CC2)cc1
[25] CCCc1nn2c(=O)cc(CSCC(=O)Nc3nnc(CC)s3)nc2s1

assay / entry	21	22	23	24	25
CTSL1 counter	2	-5	-1	/	5
JMJD2C inh	8	-6	5	-11	-2
EBNA-1 inh	-4	-1	2	/	-2
TPT1 inhibitor	-1	5	-2	/	3
PP1 counter	0	-1	-2	-1	-2
CR mimetic SO	83	95	81	109	90
ZTA DNA inh	-19	1	-2	13	7
PP5 primary	3.7	-1.0	1.5	1.5	-0.2
HCV core dimer	-5	3	-17	/	-9

[26] O=C(O)CSc1nnc(NC(=O)CN2CCOCC2)s1
[27] CCN(CC(=O)Nc1ccc(NC(C)=O)cc1)C(=O)c1ccc(=O)[nH]c1
[28] Cc1cc(C)n(CCC(=O)N2CCCC(Nc3ccc(F)cc3)C2)n1 (centres undefined)
[29] O=C1CN(c2ccccc2F)C(=O)CN1c1ccccc1F
[30] Cc1cc(NC(=O)CCN2CCN(Cc3ccccc3)CC2)ccc1Br

assay / entry	26	27	28	29	30
CTSL1 counter	-4	0	1	1	7
JMJD2C inh	6	1	-6	-10	1
EBNA-1 inh	-3	-1	2	-7	-7
TPT1 inhibitor	-5	-2	-2	-1	-3
PP1 counter	1	-1	-5	-5	4
CR mimetic SO	92	107	113	89	90
ZTA DNA inh	-14	13	-5	0	-13
PP5 primary	1.0	-0.6	4.2	1.0	-4.9
HCV core dimer	-1	2	-2	3	-1

[31] O=C(CCS(=O)(=O)c1ccccc1Cl)NCCC1=CCCCC1
[32] C[C@@]12C(=O)N(c3cccc(F)c3)C(=O)N1[C@H](c1ccc(F)cc1)[C@@H]1C(=O)N(C3CCCCC3)C(=O)[C@@H]12
[33] CCCC12CN3CCN(CC(C3)/C1=N\NC(=O)Nc1ccccc1)C2
[34] O=C(CSc1nc2sc3c(c2c(=O)n1-c1ccccc1)CCCC3)N/N=C/c1ccccc1C(=O)O
[35] COC(=O)c1ccccc1NC(=O)N1c2ccccc2Sc2ccccc21

assay / entry	31	32	33	34	35
CTSL1 counter	-8	0	4	-1	1
JMJD2C inh	12	6	-6	10	-5
EBNA-1 inh	-8	-1	1	3	3
TPT1 inhibitor	1	3	-3	0	22
PP1 counter	0	1	-3	3	1
CR mimetic SO	119	106	103	104	105
ZTA DNA inh	-4	-5	-21	-4	-13
PP5 primary	2.4	-0.9	-0.7	-4.1	0.1
HCV core dimer	-2	0	-11	22	-9

TPT1 inhibitor: hit marks shown above
| entry | SMILES | JMJD2C inh | EBNA-1 inh | TPT1 inhibitor | PP5 primary | HCV core dimer |
| --- | --- | --- | --- | --- | --- | --- |
| 12 | CN1C(=O)/C(=C/C=C2\SCCN2C)OC1=S | -27 | -4 | 124* | 1.4 | -18 |

Carrying on:
[36] Cc1ccc(Cl)cc1-n1c(SCC(=O)NCCC2=CCCCC2)nc2n[nH]c(C)c2c1=N
[37] Cc1onc(-c2ccccc2)c1C(=O)Nc1ccc(S(=O)(=O)NC(C)(C)C)cc1
[38] Cc1nc2sc3c(c2c(=O)n1NC(=O)CCl)CCCC3
[39] CC(C)c1ccc(C2C3CSCC=C3C(C#N)=C(N)C2(C#N)C#N)cc1 (centres undefined)
[40] CNC(=O)c1ccc(-c2sc3nc(N4CCOCC4)c4c(c3c2N)CC(C)(C)OC4)o1

assay / entry	36	37	38	39	40
CTSL1 counter	-2	-4	3	-4	7
JMJD2C inh	1	9	/	2	-1
EBNA-1 inh	-12	1	1	2	1
TPT1 inhibitor	4	0	-4	36*	0
PP1 counter	1	2	0	4	2
CR mimetic SO	102	109	109	105	99
ZTA DNA inh	-15	10	-9	-16	-28
PP5 primary	0.4	2.1	-0.6	2.8	3.4
HCV core dimer	6	0	-1	10	-55

[41] CCOC(=O)N1CCN(S(=O)(=O)N2CCCC(C(=O)NCc3ccccc3Cl)C2)CC1 (centres undefined)
[42] O=C(NCCc1ccccc1)C1CCCN(c2nc3ccccc3s2)C1 (centres undefined)
[43] CCCc1nnc(NC(=O)C2CCCO2)s1 (centres undefined)
[44] Cc1ccc(Cl)cc1N1CCN(C(=O)c2cn(C)c(=O)c3c2c2ccccc2n3C)CC1
[45] Cc1cc(C(=O)NC2CC(C)(C)Cc3c2cnn3-c2ccccc2C)c(C)o1 (centres undefined)

assay / entry	41	42	43	44	45
CTSL1 counter	-1	2	-3	-2	-8
JMJD2C inh	0	-2	0	-2	1
EBNA-1 inh	11	16	0	2	-3
TPT1 inhibitor	1	-2	2	2	2
PP1 counter	-4	3	0	-2	-3
CR mimetic SO	109	91	106	131	101
ZTA DNA inh	-2	19	-1	-7	-2
PP5 primary	-0.5	1.2	0.1	-0.8	1.6
HCV core dimer	-3	6	3	-1	-1

[46] O=C(COC(=O)/C=C/c1ccccc1)Nc1nnc(-c2ccccc2)o1
[47] COc1ccc(NC(=S)NCC2CCCO2)c(C)c1 (centres undefined)
[48] O=C(Nc1ccccc1)c1ccc(=O)[nH]n1
[49] COc1ccc(C(=O)NCc2ccc3c(c2)OCO3)cc1S(=O)(=O)N1CCCC1
[50] COc1ccc(/C=N/NC(=O)c2ccc(COc3ccccc3Cl)o2)c(OC)c1C
[51] COc1ccc(C(=O)CSc2ncn[nH]2)cc1OC

assay / entry	46	47	48	49	50	51
CTSL1 counter	-1	-4	-2	/	4	0
JMJD2C inh	-6	6	12	/	-4	-8
EBNA-1 inh	8	0	-4	/	3	-4
TPT1 inhibitor	-1	-2	-1	/	-1	1
PP1 counter	24*	2	1	-3	5	-2
CR mimetic SO	99	99	110	92	98	108
ZTA DNA inh	10	10	-5	-1	5	12
PP5 primary	0.3	0.9	1.3	1.4	0.1	3.2
HCV core dimer	6	2	-4	/	20	-4

An excerpt from above in order of their number in TPT1 inhibitor, ascending.
| no. | canonical_smiles | TPT1 inhibitor |
| --- | --- | --- |
| 47 | COc1ccc(NC(=S)NCC2CCCO2)c(C)c1 (centres undefined) | -2 |
| 50 | COc1ccc(/C=N/NC(=O)c2ccc(COc3ccccc3Cl)o2)c(OC)c1C | -1 |
| 51 | COc1ccc(C(=O)CSc2ncn[nH]2)cc1OC | 1 |
